High-throughput results deposited in PubChem by several laboratories.
TRPC6 inhibitor = mouse TRPC6 channel inhibition. Q61143. HEK293-TRPC6, membrane potential dye, ACh-evoked depolarization; hits give low values. B-score at 10 µM. hit rate 1.1% among 310,000. AID 2553;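 active = B-score under library mean minus 3 SD, initial fluorescence not abnormally high, positive integrated signal ratio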;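 note: B-score derived from integrated fluorescence ratio over the kinetic read; more negative B-score means stronger inhibition of depolarization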
TRPC4 act = opens the mouse TRPC4 cation channel; Q9QUQ5; HEK293 TRPC4beta/mu-opioid, Fluo4 calcium fluorescence; hits give high values; B-score at 10 µM; hit rate 0.49% among 310,000; AID 2237;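 active = B-score above 5 SD of library B-scores, and initial fluorescence ratio not above library mean plus 5 SD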;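 note: positive B-score marks a calcium rise read as TRPC4 activation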
Target sequence (Q9QUQ5 whole entry, looked up): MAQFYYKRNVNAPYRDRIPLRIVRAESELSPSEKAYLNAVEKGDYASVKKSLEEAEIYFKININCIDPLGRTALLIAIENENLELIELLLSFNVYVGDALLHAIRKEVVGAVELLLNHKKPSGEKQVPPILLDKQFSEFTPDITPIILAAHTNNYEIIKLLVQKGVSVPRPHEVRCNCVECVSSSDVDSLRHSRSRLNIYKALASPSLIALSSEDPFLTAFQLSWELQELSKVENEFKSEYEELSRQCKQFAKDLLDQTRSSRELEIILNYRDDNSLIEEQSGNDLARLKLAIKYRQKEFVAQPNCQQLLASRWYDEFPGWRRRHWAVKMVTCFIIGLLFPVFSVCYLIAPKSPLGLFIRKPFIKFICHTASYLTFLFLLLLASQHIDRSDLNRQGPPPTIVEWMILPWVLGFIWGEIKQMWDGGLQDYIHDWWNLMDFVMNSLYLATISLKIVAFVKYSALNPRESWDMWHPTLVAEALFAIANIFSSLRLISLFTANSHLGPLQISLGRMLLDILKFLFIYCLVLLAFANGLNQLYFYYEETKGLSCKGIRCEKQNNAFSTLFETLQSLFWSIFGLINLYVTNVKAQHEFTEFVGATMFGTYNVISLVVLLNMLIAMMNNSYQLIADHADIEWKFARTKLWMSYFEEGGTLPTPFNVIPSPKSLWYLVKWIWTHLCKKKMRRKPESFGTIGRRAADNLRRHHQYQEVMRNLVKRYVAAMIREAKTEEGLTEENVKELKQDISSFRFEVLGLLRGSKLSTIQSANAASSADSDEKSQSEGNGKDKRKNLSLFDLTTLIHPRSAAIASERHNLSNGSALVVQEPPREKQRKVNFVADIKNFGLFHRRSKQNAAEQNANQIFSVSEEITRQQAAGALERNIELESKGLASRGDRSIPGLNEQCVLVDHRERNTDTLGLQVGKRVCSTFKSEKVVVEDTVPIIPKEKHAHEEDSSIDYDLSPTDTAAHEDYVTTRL
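System – HEK293 cells stably co-expressing mouse TRPC4beta and mu-opioid receptor · Signal – Fluo4 calcium-sensitive dye fluorescence, kinetic, 1 Hz baseline · Benchmarks – buffer (low) and maximal DAMGO (high) · Read-out – B score of integrated fluorescence ratio per well · Incubation – dye loading 45 min room temperature, 110 s kinetic read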
aSyn UTR inh = 5' untranslated region of α-synuclein, MLPCN primary screen; AID 1813; alpha-synuclein 5'UTR reporter, inhibitor activity; inhibition, % (tested at 7.5 µM); hit rate 0.82% among 300,000; in the data active = inhibition above about 60%;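 note: H4 neuroglioblastoma cells stably carrying SNCA 5'UTR luciferase fusion; 0% = DMSO wells and 100% = positive control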
MrgX1 antagonist = human MrgX1 receptor antagonism, primary screen; hit rate 1.3% among 310,000; MRGX1-HEK293 calcium flux, Fluo-4, BAM8-22 antagonism; hits give low values; Q96LB2; B-score at 10 µM;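 active = calcium-response B-score plate-corrected more than 3 library SD below zero, starting fluorescence within 5 deviations, no agonist response on first addition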;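 note: peak minus trough fluorescence over baseline after final BAM8-22 challenge near maximal dose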
TRPC4 potent = allosteric potentiators of mouse TRPC4 channel | Q9QUQ5 | hit rate 0.42% among 310,000 | B-score at 10 µM | HEK293 TRPC4beta/mu-opioid, DAMGO EC20, Fluo-4 Ca2+ flux; hits give high values;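 active = B-score of calcium response area above 5 SD of library B-scores, with initial fluorescence ratio within 5 SD of library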;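 note: B-score of integrated fluorescence ratio over time as area under calcium response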
TRPC6 act = activates the mouse TRPC6 cation channel; Q61143; HEK293-TRPC6 membrane potential dye fluorescence; hits give high values; B-score at 10 µM; hit rate 0.13% among 310,000; AID 2550;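 active = B-score of the integrated fluorescence ratio above library mean plus 3 SD, and starting fluorescence ratio within library mean plus 5 SD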;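 note: higher score means more depolarization so channel activation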
IEC-6 tox = kills IEC-6 intestinal cells in KLF5 counter-screen | IEC-6 cytotoxicity, luminescence viability | inhibition, % at 5 µM | hit rate 0.78% among 290,000 | AID 1825; in the data active = inhibition above about 22%;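 note: 0% = plate median of test compound wells and 100% = cytotoxic reference compound wells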
KLF5 inhibitor = suppresses KLF5 promoter-driven expression; DLD-1 KLF5 promoter-luciferase reporter, luminescence; inhibition, % at 5 µM; hit rate 0.23% among 290,000; AID 1700;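 active = inhibition above a per-plate limit of that plate's mean compound inhibition plus 3 SD, cut at about 60% in these data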;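 note: 0% = DMSO wells and 100% = LY294002 at 200 µM; higher means less KLF5 promoter-driven luciferase light; inactives centre near -14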
TRPC4 block = TRPC4 (mouse) channel inhibition; Q9QUQ5; HEK293 TRPC4beta/mu-opioid, DAMGO-evoked Fluo4 calcium flux; hits give low values; AID 2247; B-score at 10 µM; hit rate 0.39% among 300,000;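 active = B-score over 3 SD under the library average, no early fluorescence shift, positive overall ratio signal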
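Assay system: Stable TRPC4beta/mu-opioid receptor HEK293 cells | Reagent: DAMGO in two steps, submaximal then maximal | Compound dosing: Single concentration per test compound | Signal: Fluo4 Ca2+ flux fluorescence | Evaluation: Per-well B score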
HIF activator = HIF pathway transcriptional activation; hit rate 0.32% among 300,000; activation, % at 7.5 µM (by protocol); U2OS HRE-luciferase reporter, luminescence; normalized: DMSO 0%, desferrioxamine 100%;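 active = mean activation of at least 10% of the iron chelator positive control signal, with at least half of replicates also reaching 10%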
SKKanGAS inh = blocks kanamycin growth of S. pyogenes SKKanGAS strain | inhibition, % at 7.5 µM | BacTiter-Glo, 6 h | hit rate 1.3% among 300,000;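 active = mean replicate score, as percent of positive control median, at least 50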;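 note: strain carries kanamycin resistance gene driven by streptokinase promoter and grows in 40 µg/ml kanamycin; loss of luminescence reflects streptokinase promoter inhibition or plain growth inhibition; 0% = median of DMSO wells and 100% = positive control at its reference dose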
Active calls of the source: *; i = inactive; x = no result given.

SMILES	TRPC6 inhibitor	TRPC4 act	aSyn UTR inh	MrgX1 antagonist	TRPC4 potent	TRPC6 act	IEC-6 tox	KLF5 inhibitor	TRPC4 block	HIF activator	SKKanGAS inh
N#Cc1ccc(Oc2cnccn2)cc1	i	i	5	i	i	i	0	-10	i	1.6	-3
O=C(/C=C/c1ccccc1[N+](=O)[O-])Nc1cccnc1	i	i	-123	i	i	i	-1	-97	i	2.3	-9
CCC(=O)N1CCc2cc(S(=O)(=O)CCC(=O)NCc3ccc(C)cc3)ccc21	i	i	-11	i	i	i	-2	-42	i	-0.5	-2
CCOc1ccccc1N1CCN(C(=S)Nc2ccc(S(=O)(=O)Nc3ncccn3)cc2)CC1	i	i	-12	i	i	i	-2	-12	i	0.2	12
CC1(c2nnc(-c3ccccc3)o2)CC(c2cccc(Cl)c2)=NO1 (stereo not drawn)	i	i	22	i	i	i	x	x	i	-1.3	-3
Cc1ccc(NS(=O)(=O)Cc2ccccc2)nc1	i	i	-28	i	i	i	-8	-31	i	1.4	-4
Cc1nc2cc(C(=O)O)ccc2s1	i	i	-177	i	i	i	-1	-143	i	6.0	-5
CC(C)OCCCN1CN(S(=O)(=O)c2ccc(Cl)cc2)c2nc3ccccc3nc21	i	i	-25	i	i	i	7	-69	i	0.2	16
COc1ccc(C(=O)/C=C/Nc2ccc([N+](=O)[O-])cc2C)cc1OC	i	i	-6	i	i	i	-4	-13	i	-11	29
O=C(c1cnn(C(=O)COc2ccccc2F)c1)c1cc(F)ccc1O	i	i	8	i	i	i	3	6	i	-0.7	3
O=C(CN1CCOCC1)Nc1ccc([N+](=O)[O-])cc1Br	i	i	-42	i	i	i	-3	-25	i	2.8	0
CCc1nc2c(sc3nc4c(cc32)COC(C)(C)C4)c(=O)n1Cc1ccco1	i	i	-1	i	i	i	0	-38	i	0.2	-2
O=C(NCc1ccc(F)cc1)C1CCC(CNc2c(N3CCOCC3)c(=O)c2=O)CC1 (stereo not drawn)	i	i	17	i	i	i	-1	-19	i	-0.1	-1
c1ccc(-c2nnc(CSc3ccc4c(c3)OCCO4)o2)cc1	i	i	7	i	i	i	2	-2	i	0.6	-4
COc1ccc(C(=O)Nc2ccc(Cl)cn2)cc1Cl	i	i	-182	i	i	i	6	-145	i	3.4	4
Cc1ccc(NC(=O)CSCC(=O)NC2CCCCC2)cc1	i	i	-6	i	i	i	-4	-25	i	0.2	-4
COc1ccc(NC(=O)c2cccs2)cc1O	i	i	-135	i	i	i	0	-49	i	2.0	4
O=C(O)c1ccc[n+](Cc2ccc([N+](=O)[O-])cc2)c1	i	i	-1	i	i	i	x	x	i	-0.3	-3
COC(=O)c1sc(N2CCN(c3ccc(Cl)cc3)CC2)nc1N	i	i	-28	i	i	i	5	-13	i	-0.2	6
CCCCNCC#CCOc1cc(C)ccc1C(C)C	i	i	12	i	i	i	-4	-7	i	-0.4	2
CCC/C(O)=C1\C(=O)CC(c2ccccc2)CC1=NCCc1c(C)[nH]c2ccccc12 (stereo not drawn)	i	i	26	i	i	i	2	13	i	-1.2	20
COc1ccc(C(=O)Nc2cc(C(=O)c3ccccc3)c(C)oc2=O)cc1	i	i	-22	i	i	i	0	-13	i	1.4	-3
Cc1ccc(S(=O)(=O)N2CCN(C(=O)C3CSC4(C)CCC(=O)N34)CC2)cc1C (stereo not drawn)	i	i	13	i	i	i	x	x	i	-0.2	0
Cc1cccc(C)c1Nc1nnc(SCc2nc3ccccc3c(=O)[nH]2)s1	i	i	30	i	i	i	6	5	i	-0.1	6
CC(=O)c1ccc(CCCC(=O)O)cc1	i	i	2	i	i	i	0	-33	i	-0.5	6

Part of the list above, limited to TRPC6 inhibitor.
SMILES	TRPC6 inhibitor
CC1(c2nnc(-c3ccccc3)o2)CC(c2cccc(Cl)c2)=NO1 (stereo not drawn)	i
O=C(O)c1ccc[n+](Cc2ccc([N+](=O)[O-])cc2)c1	i
c1ccc(-c2nnc(CSc3ccc4c(c3)OCCO4)o2)cc1	i

Continuation.
SMILES	TRPC6 inhibitor	TRPC4 act	aSyn UTR inh	MrgX1 antagonist	TRPC4 potent	TRPC6 act	IEC-6 tox	KLF5 inhibitor	TRPC4 block	HIF activator	SKKanGAS inh
COc1ccc(-c2cc(C(F)(F)F)c3c(=O)n(-c4ccccc4)[nH]c3n2)cc1	i	i	15	i	i	i	-4	-14	i	-0.2	13
COc1ccc(C(=O)c2c3ccc([N+](=O)[O-])cc3[n+]([O-])n2CCCC(N)=O)cc1	i	i	19	i	i	i	x	x	i	-0.8	21
O=S(=O)(Nc1ccc(F)cc1)c1cccc2nsnc12	i	i	1	i	i	i	6	-46	i	-1.8	15
Cc1ccccc1CC(=O)NCCN1CCCCC1	i	i	14	i	i	i	7	-17	i	-1.1	-5
CC(C)(C)OC(=O)N1CC2Cc3[nH]c(=O)ccc3C(C2)C1 (stereo not drawn)	i	i	-21	i	i	i	-4	-14	i	0.6	-4
CC1C(=O)NN=C1C(=O)N/N=C/c1ccco1 (stereo not drawn)	i	i	15	i	i	i	6	-14	i	0.0	0
O=[N+]([O-])c1ccc(CN2CCCCCC2)s1	i	i	-2	i	i	i	-2	2	i	0.1	-14
COc1ccc(-c2cc(CNC(=O)CN(C)Cc3ccccc3)on2)cc1	i	i	16	i	i	i	-1	-1	i	-0.1	-1
Cc1ccc(S(=O)(=O)N2CCCC2C(=O)OCC(=O)Nc2ccc3c(c2)OCO3)cc1 (stereo not drawn)	i	i	13	i	i	i	-4	-14	i	-1.2	2
O=C(Nc1nc2ccc(Cl)cc2s1)c1cccc(N2C(=O)CCC2=O)c1	i	i	-78	i	i	i	x	x	i	2.7	1
COc1cccc(CNc2nc3ccc(C)cc3n3cnnc23)c1	i	i	13	i	i	i	-4	-26	i	-0.1	-4
O=C(CN(Cc1ccco1)S(=O)(=O)c1ccccc1)N/N=C/c1ccccc1C(=O)O	i	i	-12	i	i	i	-4	-10	i	0.1	8
S=c1[nH]nc(CSCc2ccccc2Cl)n1C1CCCCC1	i	i	-25	x	i	i	9	-2	i	0.6	13
COCCNC(=S)NC(=O)c1ccc(C(C)(C)C)cc1	i	i	-91	i	i	i	4	-26	i	0.9	-12
O=C(O)COc1ccccc1/C=C1\SC(=O)N(Cc2ccc(F)cc2)C1=O	i	i	23	i	i	i	-3	-34	i	0.3	0
CS(=O)(=O)N(CC(=O)NCc1ccc2c(c1)OCO2)Cc1ccccc1	i	i	4	i	i	i	-2	-18	i	-0.5	-2
COc1ccc(/C=C/C(=O)NCCCn2ccnc2)cc1	i	i	-10	i	i	i	-3	-6	i	-0.3	-7
COc1cccc(N2CCN(CC(=O)NC(C)c3ccccc3)CC2)c1 (stereo not drawn)	i	i	2	i	i	i	2	-46	i	-0.6	-2
O=C(c1cccs1)N1N=C(c2ccccc2)CC1c1ccc(O)cc1 (stereo not drawn)	i	i	-32	i	i	i	-5	-32	i	1.0	24
Cc1ccc(CNc2ncnc3cc(Cl)ccc23)cc1	i	i	24	i	i	i	10	-33	i	-0.1	17
CN1CC(=O)N(CC(=O)Nc2ccc(F)cc2)c2ccccc2C1=O	i	i	10	i	i	i	1	-31	i	-0.1	4
COc1ccc(Cn2cnc([N+](=O)[O-])c2)cc1[N+](=O)[O-]	i	i	1	i	i	i	-10	-14	i	-1.4	1
CCc1ccc(-c2cc(C)no2)cc1S(=O)(=O)N1CCN(c2ccc(OC)cc2)CC1	i	i	-5	i	i	i	6	-14	i	1.0	-1
CCn1c(C(C)NC(=O)c2ccc(OC)c(OC)c2)nc2ccccc21 (stereo not drawn)	i	i	16	i	i	i	-3	-42	i	0.0	-1
O=C(NCc1ccncc1)c1nc(-c2cccs2)no1	i	i	-12	i	i	i	-4	-17	i	0.3	-4
SMILES	TRPC6 inhibitor	TRPC4 act	aSyn UTR inh	MrgX1 antagonist	TRPC4 potent	TRPC6 act	IEC-6 tox	KLF5 inhibitor	TRPC4 block	HIF activator	SKKanGAS inh
CC1CCCCC1NC(=O)CCn1c(=O)oc2ccccc21 (stereo not drawn)	i	i	7	i	i	i	5	19	i	-0.4	-12
COC(=O)CCC(=O)OC1(C)C(=O)C=C2C=C(C3CC3)N(CC(C)C)C=C2C1=O (stereo not drawn)	i	i	15	x	i	i	x	x	i	-0.3	-1
Cc1c(Cl)cccc1NC(=O)N1CCCC1	i	i	0	i	i	i	-1	-36	i	0.2	3
COc1ccc(NC(=O)C(=O)NCCC2CCCCN2S(=O)(=O)c2ccccc2)cc1 (stereo not drawn)	i	i	-49	i	i	i	x	x	i	2.9	-5
O=C(O)c1cc2ccccc2n1-c1ccccc1	i	i	5	i	i	i	-1	-37	i	2.8	0
O=c1[nH]c(CSc2nnc(Nc3ccccc3)s2)nc2ccccc12	i	i	-1	i	i	i	-10	-11	i	-0.2	1
O=C(/C=C/c1ccccc1[N+](=O)[O-])NCc1ccccc1Cl	i	i	-16	i	i	i	6	-26	i	0.5	-4
Cc1c(C#N)c(N)nc2c3c(sc12)NC(=O)CC3c1ccc(F)cc1 (stereo not drawn)	i	i	17	i	i	i	-1	9	i	-0.8	2
CC(=O)Nc1ccc(NC(=O)CSc2nnc(C3CC3)n2C)cc1	i	i	13	i	i	i	9	-5	i	0.0	8
COC(=O)COc1ccc(S(=O)(=O)NCCC2=CCCCC2)cc1C	i	i	0	i	i	i	-1	-10	i	-0.3	-1
Cn1cccc1/C=C1/SC(=S)N(CC(=O)O)C1=O	i	i	6	i	i	i	-5	-40	i	0.1	-17
CCOC(=O)CN1CC23C=CC(O2)C(C(=O)NCc2ccc(F)cc2)C3C1=O (stereo not drawn)	i	i	-9	i	i	i	-12	-23	i	-0.3	6
O=C(Cn1[nH]c(=O)c2ccccc2c1=O)Nc1cccc(S(=O)(=O)N2CCCCCC2)c1	i	i	-1	i	i	i	3	-15	i	-0.8	-11
CC(=O)OC1c2ccccc2C(=O)N1Cc1ccccc1 (stereo not drawn)	i	i	11	i	i	i	3	-33	i	-0.2	-3
CCOc1ccc(NC(=O)c2cc(S(=O)(=O)N3CCOCC3)cs2)cc1	i	i	-19	i	i	i	-1	-14	i	-0.2	0
O=C(O)/C=C/C(=O)NNc1ncnc2ccccc12	i	i	-12	i	i	i	5	-10	i	0.9	2
CCOc1ccccc1NC(=O)C(=O)NCC1CCCN1CC (stereo not drawn)	i	i	0	i	i	i	3	-10	i	0.0	1
COc1ccccc1NS(=O)(=O)c1ccc(O)c(C(=O)OCc2cccc([N+](=O)[O-])c2)c1	i	i	15	-6.5*	i	i	5	-16	i	-0.3	-2
